phage Ecoli inh = E. coli growth loss with phage present. growth absorbance. 360,000 tested, 0.26% active. inhibition, % at 11.9 µM; in the data active = inhibition above about 11%
MOR-DOR ag = agonists of human mu-delta opioid receptor heterodimerization. 340,000 tested, 0.3% active. cells, OPRM1-OPRD1 heterodimerization, luminescence. activation, % at 9.3 µM; in the data active = activation above about 18%;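 also: 0% = vehicle-treated cells and 100% = reference agonist; values of inactives mirror those of a sister screen read the other way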
Target sequence (P35372 whole entry, looked up): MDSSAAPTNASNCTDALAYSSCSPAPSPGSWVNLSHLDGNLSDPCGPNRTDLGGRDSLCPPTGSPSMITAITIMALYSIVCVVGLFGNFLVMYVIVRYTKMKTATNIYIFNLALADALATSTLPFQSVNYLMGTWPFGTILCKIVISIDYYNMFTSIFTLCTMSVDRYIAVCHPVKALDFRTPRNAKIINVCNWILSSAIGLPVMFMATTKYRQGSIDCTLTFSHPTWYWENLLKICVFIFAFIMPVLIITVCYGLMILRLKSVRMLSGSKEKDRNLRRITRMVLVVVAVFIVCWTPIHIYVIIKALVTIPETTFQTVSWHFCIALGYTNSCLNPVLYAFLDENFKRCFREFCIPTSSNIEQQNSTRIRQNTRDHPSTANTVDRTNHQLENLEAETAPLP
Target sequence (P41143 whole entry, looked up): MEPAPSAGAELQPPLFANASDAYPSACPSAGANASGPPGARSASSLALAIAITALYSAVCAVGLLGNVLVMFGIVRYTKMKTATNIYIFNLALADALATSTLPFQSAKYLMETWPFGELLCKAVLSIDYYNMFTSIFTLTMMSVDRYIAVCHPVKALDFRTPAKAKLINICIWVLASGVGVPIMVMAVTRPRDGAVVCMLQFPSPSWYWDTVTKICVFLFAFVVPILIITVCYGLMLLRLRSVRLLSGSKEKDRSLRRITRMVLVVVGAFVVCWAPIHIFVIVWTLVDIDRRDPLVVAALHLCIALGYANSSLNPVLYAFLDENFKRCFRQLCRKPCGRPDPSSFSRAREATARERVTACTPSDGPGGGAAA
PfHsp90 set2 = growth inhibition of yeast expressing Plasmodium Hsp90. AID 504621. S. cerevisiae expressing PfHsp90, BacTiter-Glo ATP, 48 h; yeast lacking PDR1 and PDR3 efflux regulators. 310,000 tested, 0.32% active. inhibition, % at 9.4 µM;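 active = every replicate shows inhibition above about 80%, whatever the replicate mean, limit read from the data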;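 also: 0% = DMSO neutral controls and 100% = 20 µM radicicol positive controls; yeast relying on Plasmodium falciparum Hsp90 in place of its own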
MOR-DOR inv ag = mu-delta opioid heterodimer inverse agonism; inhibition, % at 9.3 µM; cell-based MOR-DOR heterodimer luminescence; 340,000 tested, 0.21% active; AID 504357; in the data active = inhibition above about 22%, passing the limit was not always enough;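 also: 0% = cells with DMSO and 100% = wells without cells with DMSO; values of inactives mirror those of a sister screen read the other way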
PKA-R2B activ = PKA-R2B complex activation; P22694+P31323; PKA-R2B holoenzyme dissociation, Cy5-IP20 fluorescence polarization; R2B truncated from residue 108, S112A mutant; 0% DMSO only, 100% 113 µM cGMP; activation, % at 11.4 µM; 340,000 tested, 0.079% active;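 active = activation above a cutoff set at the mean over all compounds plus 3 SD, cut at about 18% in these data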;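 also: higher means more holoenzyme dissociation and a rise in polarization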
Mot1-301 SUMO = blocks SUMOylation pathway, rescuing yeast Mot1-301 growth; S. cerevisiae Mot1-301 growth rescue, ATP luminescence, 38.5C; percent above DMSO median, 100 means doubled; growth rescue, % at 18.8 µM; 320,000 tested, 1% active;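 active = every valid replicate shows activation above 250% relative to neutral control wells; inactive = the rest, any valid replicate at or below 250%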;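 also: OY570 slx delta 5 strain wells were the positive control but not used for scaling; some compounds called inactive have numbers as strong as hits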
Tat export inh = blocks Tat-dependent protein export in E. coli | 340,000 tested, 0.036% active | AID 488895 | inhibition, % at 10 µM | E. coli MC4100 TorA-mCherry Tat export, fluorescence;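 active = mean replicate inhibition at least 50% and at least half of replicates individually reaching 50%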;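 also: exported cargo escapes ClpAP degradation while cytoplasmic cargo is degraded and loses fluorescence; 0% = median of neutral control wells and 100% = median of NaSCN control wells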
AddAB inh = less growth of phage-infected E. coli with AddAB; E. coli expressing H. pylori AddAB, absorbance growth; 330,000 tested, 0.29% active; inhibition, % at 11.9 µM; in the data active = inhibition above about 12%;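 also: 0% = vehicle wells of infected cells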
HTR5A inv ag = counter-screen for OPRM1-OPRD1 inverse agonists: human HTR5A inverse agonism; P47898; HTR5A cell line, luminescence; inhibition, % at 9.3 µM; 340,000 tested, 0.083% active; AID 504634; in the data active = inhibition mostly above about 23%, no sharp cut-off; inactive = mostly below about 18%;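 also: 0% = cells with DMSO and 100% = no-cell wells with DMSO; some compounds called inactive have numbers as strong as hits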
E coli growth = counter-screen for AddAB inhibitors: E. coli growth inhibition | E. coli V3065 growth, OD600 absorbance, 18 h | inhibition, % at 11.9 µM | 330,000 tested, 0.27% active | AID 449728;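 active = inhibition above the campaign's mean inhibition across all tested compounds plus 3 SD, cut at about 9.9% in these data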;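 also: uninfected addAB+ strain grown without phage in ampicillin broth; 0% = DMSO wells and 100% = ciprofloxacin 0.95 µg/ml wells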
PKA-R1A act = activators of PKA-R1A complex; P00514+P68181; PKA-R1A dissociation, Cy5-IP20 fluorescence polarization; scaled: DMSO 0%, 113 µM cGMP 100%; activation, % at 11.4 µM; 340,000 tested, 0.083% active; AID 504707;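 active = percent activation above the mean of all tested compounds plus 3 SD, cut at about 19% in these data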;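 also: higher means more PKAc released from R1A so a rise in polarization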
An asterisk follows results filed as active; x = not tested or not shown.

SMILES	phage Ecoli inh	MOR-DOR ag	PfHsp90 set2	MOR-DOR inv ag	PKA-R2B activ	Mot1-301 SUMO	Tat export inh	AddAB inh	HTR5A inv ag	E coli growth	PKA-R1A act
Cc1ccccc1OCC(=O)OCC(=O)NCc1ccco1	0.9	-3.9	-3	19	-4	-6	-2	1.2	10	-0.3	-9
O=C1Nc2ccc(Br)cc2C1(O)c1ccccc1 (stereo unspecified)	3.2	-1.4	-22	6	-3	-18	0	1.8	0	-1.2	-1
CCOc1ccc(NC(=O)CN(C)C(=O)c2cc3c(s2)CCCCC3)cc1OCC	3.3	1.4	17	-9	-8	-2	11	1.0	-4	1.7	-10
O=C(c1ccc([N+](=O)[O-])o1)N(Cc1nnc(-c2ccccc2Cl)o1)C1CC1	4.5	0.2	-4	-1	-4	-12	-7	3.1	6	4.6	9
CCC(C)(C)C1CCC2(CC1)NC(=O)N(CC(=O)N(C)CC(=O)Nc1ccccc1C(F)(F)F)C2=O (stereo unspecified)	-0.4	0.1	-1	-1	1	-8	6	-0.2	22	1.8	-10
COc1ccc(CCNC(=O)C2CCCN(Cc3nc(-c4cccc(Cl)c4)oc3C)C2)cc1OC (stereo unspecified)	0.0	-1.5	-23	8	-7	13	5	-0.5	20	-3.7	-14
Cc1cccc(CNS(=O)(=O)c2csc(C(N)=O)c2)c1	1.6	-3.8	32	20	10	1	-11	0.7	14	0.2	-10
O=C(N/N=C/C1CCCCC1)c1ccccc1-n1cccc1	4.2	-3.7	1	18	-7	2	4	0.9	-22	1.8	0
NC(=O)c1cc(N)ccc1N1CCCC1	2.9	2.8	8	-16	-12	4	-11	2.6	-17	0.3	-6
Cc1ccccc1CN1C[C@@H]2C[C@@H](c3ccc4nsnc4c3)N3CCC[C@@]23C1=O	1.2	-1.8	22	9	-5	0	1	-1.0	8	0.0	6
C=C1CCC2[C@](C)(CO)[C@H](O)CC[C@@]2(C)[C@@H]1/C=C/C1=CCOC1=O (stereo partly specified)	1.6	-0.1	-9	1	9	4	-3	2.5	12	-1.5	-2
CC(C)NC(=O)Cn1c(=O)n(CC(=O)N2CCCCC2)c(=O)c2sccc21	2.1	-0.5	23	3	2	110	-4	0.9	16	1.9	-8
CC(c1ccccc1)N1C(=O)C2C3CCC(C3)C2C1=O (stereo unspecified)	4.4	0.6	2	-4	-6	0	3	3.8	-2	1.4	-1
COc1cc2c(cc1OC)C(c1ccc(-c3ccc(Cl)cc3Cl)o1)=NCC2	2.5	1.3	-56	-5	-13	43	13	-2.2	-20	-1.7	-16
N#C/C(=C\c1ccc(Br)s1)C(=O)N1CCN(c2ccccc2)CC1	4.2	-1.5	-12	8	-1	110	2	4.2	6	2.3	3
CCOC(=O)C1CCN(S(=O)(=O)c2ccc3c(c2)CC(=O)N3C)CC1	-0.5	1.4	-9	-11	-1	209	-3	2.0	-13	2.5	-12
O=C(c1ccccc1)c1cc2c(cc1[N+](=O)[O-])OCCO2	3.9	-0.7	25	3	-4	-12	3	3.5	8	4.4	4
COc1ccc(-c2nnc(SCC(=O)N3CCCC(C)C3)o2)c(OC)c1 (stereo unspecified)	2.3	0.8	x	-5	1	-22	-8	3.1	-1	-0.8	-5
COc1cccc(COc2ccc3ccc(=O)oc3c2)c1	-2.2	0.5	-13	-3	2	-1	3	0.1	-4	1.8	-8
CC(C)c1ccc(C2CC(=O)N3CN(Cc4ccco4)CSC3=C2C#N)cc1 (stereo unspecified)	1.8	-1.5	x	8	7	-18	-1	0.0	-28	0.5	-5
CCn1c(=O)cc(OCC(=O)Nc2cccnc2)c2ccccc21	2.7	-2.5	2	13	-5	-1	-3	0.7	-5	1.1	-9
O=C(O)c1nc(NCCc2ccccc2)ncc1Cl	0.4	-0.3	-22	3	-7	3	-2	0.8	-18	-1.3	6
CCC(c1nnnn1CCc1ccccc1)N(Cc1ccco1)Cc1cc2cc(C)cc(C)c2[nH]c1=O (stereo unspecified)	1.3	6.0	10	-25	-2	31	6	3.5	17	0.2	0
CSc1cccc(NC(=O)Nc2ccccc2C(N)=O)c1	1.8	-0.2	9	1	7	13	-3	1.9	-25	1.6	-10
COc1ccc(NC(C)=O)cc1NC(=O)c1cccc(S(=O)(=O)N2CCN(Cc3ccccc3)CC2)c1	-0.1	-0.5	22	2	-1	8	-1	-2.0	-4	-2.5	-4

2 entries from above, bar-delimited.
Structure | phage Ecoli inh | MOR-DOR ag | PfHsp90 set2 | MOR-DOR inv ag | PKA-R2B activ | Mot1-301 SUMO | Tat export inh | AddAB inh | HTR5A inv ag | E coli growth | PKA-R1A act
COc1cccc(COc2ccc3ccc(=O)oc3c2)c1 | -2.2 | 0.5 | -13 | -3 | 2 | -1 | 3 | 0.1 | -4 | 1.8 | -8
CC(C)c1ccc(C2CC(=O)N3CN(Cc4ccco4)CSC3=C2C#N)cc1 (stereo unspecified) | 1.8 | -1.5 | x | 8 | 7 | -18 | -1 | 0.0 | -28 | 0.5 | -5

The results go on:
SMILES	phage Ecoli inh	MOR-DOR ag	PfHsp90 set2	MOR-DOR inv ag	PKA-R2B activ	Mot1-301 SUMO	Tat export inh	AddAB inh	HTR5A inv ag	E coli growth	PKA-R1A act
CC(=O)N1c2c(cc(Br)cc2S(=O)(=O)NCc2cccnc2)CC1C (stereo unspecified)	0.8	-1.9	15	12	-4	4	-6	1.1	-2	1.9	-8
O=C(Nc1ccc(N2CCN(Cc3ccccc3F)CC2)cc1)c1ccccc1[N+](=O)[O-]	6.6	0.6	-16	-3	-1	-7	8	3.1	-12	4.6	-1
Brc1cnc(N2CCOCC2)nc1N1CCCCC1	2.7	1.4	10	-7	0	17	0	3.3	-11	2.4	-11
O=C(CSc1nnc(-c2ccncc2)n1CCc1ccccc1)NCc1ccccc1	-0.1	0.0	5	0	5	21	-4	3.1	4	-4.0	-3
C=COCCNC(=O)C(=O)NC(C)C	-0.2	-1.4	-20	8	-4	17	-7	0.9	3	-3.3	8
O=C(NC1CCc2ccccc21)c1cc(COc2ccc(F)cc2F)on1 (stereo unspecified)	1.1	2.6	13	-13	-5	396*	3	1.5	2	-0.3	0
O=C1C(c2ccccc2)=[N+]([O-])c2ccccc21	2.1	13	12	-58	7	122	-5	-0.6	5	-0.1	2
O=C(Cc1cccc(F)c1)N1CCOCC1	4.5	-1.0	0	5	6	x	1	x	-15	x	5
CCCn1c(N)c(C(=S)NC(=O)C2CC2)c(=O)n(C)c1=O	x	-1.7	2	11	-5	x	0	x	21	x	-5
Cn1c(Cn2c(=O)sc3ccccc32)nnc1SCC(=O)Nc1ccccc1	5.2	-0.1	-9	1	5	15	-6	2.2	-13	-0.7	-9
CC(C)C1Cc2c(sc3c2c(=O)n(Cc2ccccc2)c2nncn32)CO1 (stereo unspecified)	2.2	-0.4	20	3	-9	x	0	4.8	3	2.3	1
O=C(COc1ccc(C(=S)N2CCOCC2)cc1)N1CCCC1	5.0	-0.8	x	5	0	9	3	3.6	-7	-0.4	-2
COc1ccc(N2CC(C)Cn3c2nc2c3c(=O)[nH]c(=O)n2C)cc1 (stereo unspecified)	2.0	-3.1	4	17	-2	x	0	0.0	-11	1.5	-6
COc1ccc([N+](=O)[O-])cc1NC(=O)C(C)N1CCN(C(=O)c2ccco2)CC1 (stereo unspecified)	5.2	-0.6	7	4	1	-12	-5	2.1	-3	0.2	5
CCC(=O)Nc1cccc(Oc2nc(C)cc(C)c2C#N)c1	1.9	-2.9	8	15	-11	-1	3	1.8	18	-2.1	2
CCOc1ccc(-n2c(SCC(=O)Nc3cc(C)on3)nc3c([nH]c4ccccc43)c2=O)cc1	0.8	0.3	-1	-2	-4	1	-39	1.2	2	-0.5	-6
O=C1/C(=C\c2ccncc2)SC(=S)N1C1CCCCC1	0.6	0.8	-17	-4	4	19	0	2.4	-11	3.4	0
CC(C)c1ccc(CNc2cc(N3CCCC3)ccc2[N+](=O)[O-])cc1	3.1	0.7	x	-4	-13	-7	9	0.8	13	1.4	-9
Cc1cc(O)ccc1NC(=O)CCN1C(=O)c2ccc([N+](=O)[O-])cc2C1=O	3.1	2.9	-8	-15	-16	-6	15	4.7	3	2.2	-14
COc1ccc(-c2csc(NC(=O)c3ccc(OCC(=O)N4CCOCC4)c(OC)c3)n2)cc1OC	1.8	3.9	-3	-28	-3	3	7	-1.0	-14	-0.9	9
CC(=O)N1CCc2c(sc(NC(=O)C3CCCN3S(=O)(=O)c3cccs3)c2C#N)C1 (stereo unspecified)	1.9	-2.2	x	12	0	-7	-2	0.3	9	1.7	2
CC(C)C[C@H](NC(=O)NC1CCCc2ccccc21)C(=O)O (stereo partly specified)	3.1	1.6	-7	-8	-5	0	-3	0.2	-1	0.4	-9
Cc1ccc(CN2CCSCC2)c(C)c1	4.7	0.2	4	-2	-8	29	-3	-0.4	1	0.8	-3
O=C(NN1C(=O)/C(=C/c2cccs2)SC1=S)c1ccncc1	2.6	-1.8	-15	10	-3	-7	5	2.9	-2	1.5	-1
CN(C)c1ccnc2sc3c(NCC(O)CO)ncnc3c12 (stereo unspecified)	3.0	0.1	-40	-1	2	616*	2	2.4	-4	-2.1	-4
CN(Cc1ccc(C(C)(C)C)cc1)C(=O)c1ccc2c(c1)OCO2	0.6	6.0	x	-39	-10	x	13	x	23	x	1
NS(=O)(=O)c1ccc(Sc2ccc3c(c2)CCC3)nc1	1.2	0.4	-47	-2	1	51	3	3.6	3	-0.3	-8
O=C(O)c1cccnc1SC1CC(=O)N(c2cccc(C(F)(F)F)c2)C1=O (stereo unspecified)	2.1	-0.8	-6	4	-5	21	-3	-1.9	-5	-1.5	6
Cc1cc(-c2nn3c(C)nnc3s2)ccc1NC(=O)C(C)(C)C	3.0	-1.0	24	5	-1	5	-3	0.5	10	0.5	-19

Among those listed so far, 4 have bromine:
SMILES	phage Ecoli inh	MOR-DOR ag	PfHsp90 set2	MOR-DOR inv ag	PKA-R2B activ	Mot1-301 SUMO	Tat export inh	AddAB inh	HTR5A inv ag	E coli growth	PKA-R1A act
O=C1Nc2ccc(Br)cc2C1(O)c1ccccc1 (stereo unspecified)	3.2	-1.4	-22	6	-3	-18	0	1.8	0	-1.2	-1
N#C/C(=C\c1ccc(Br)s1)C(=O)N1CCN(c2ccccc2)CC1	4.2	-1.5	-12	8	-1	110	2	4.2	6	2.3	3
CC(=O)N1c2c(cc(Br)cc2S(=O)(=O)NCc2cccnc2)CC1C (stereo unspecified)	0.8	-1.9	15	12	-4	4	-6	1.1	-2	1.9	-8
Brc1cnc(N2CCOCC2)nc1N1CCCCC1	2.7	1.4	10	-7	0	17	0	3.3	-11	2.4	-11

Source: PubChem BioAssay
